# GSK3B inh = blocks human GSK3beta kinase activity | P49841 | GST-GSK3beta kinase, ADP-Glo luminescence, 60 min; active compounds read low | activity score (negative = inhibition), % at 10 µM | 0.038% of 300,000 active | AID 2097;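 active = more than half of replicate wells score below -50%, meaning over 50% inhibition versus plate controls; inconclusive = some replicates but at most half score below -50%; inactive = no replicate scores below -50%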;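 note: 0% = median DMSO wells and -100% = median GW8510 positive control wells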
#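 Assay system: GST-fused GSK3beta enzyme, cell-free / Medium: Tris pH 7.5 buffer with MgCl2, DTT, BSA, heparin / Also added: peptide substrate plus 25 µM ATP (final) / Compound: 10 µM single point / Timing: kinase reaction with compound 60 min at room temperature / Detection: ADP-Glo luminescence / Benchmarks: DMSO neutral wells and GW8510 at 20 µM as positive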
# AI-2 QS modul = modulates the Vibrio harveyi AI-2 quorum sensing system; Vibrio harveyi JMH597 AI-2 luminescence/OD600 ratio, 9 h; active compounds read low; strain lacks LuxN and CqsS sensors; 0 = neutral-control median; activity change, % at 7.5 µM; 0.4% of 300,000 active; in the data active = activity change below about -75%, passing the limit was not always enough; inconclusive = no clear call, values can overlap the other calls;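 note: luminescence divided by OD600 gain over 9 h not by final OD600 alone; inactives centre near 13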
# HDAC3 inhib = human HDAC3 inhibition | O15379 | recombinant HDAC3, fluorogenic peptide/trypsin coupled, fluorescence | inhibition, % at 8.3 µM | 0.15% of 320,000 active | AID 2718; in the data active = inhibition above about 26%, passing the limit was not always enough; inconclusive = no clear call, values can overlap the other calls
# Target sequence (O15379 whole entry, looked up): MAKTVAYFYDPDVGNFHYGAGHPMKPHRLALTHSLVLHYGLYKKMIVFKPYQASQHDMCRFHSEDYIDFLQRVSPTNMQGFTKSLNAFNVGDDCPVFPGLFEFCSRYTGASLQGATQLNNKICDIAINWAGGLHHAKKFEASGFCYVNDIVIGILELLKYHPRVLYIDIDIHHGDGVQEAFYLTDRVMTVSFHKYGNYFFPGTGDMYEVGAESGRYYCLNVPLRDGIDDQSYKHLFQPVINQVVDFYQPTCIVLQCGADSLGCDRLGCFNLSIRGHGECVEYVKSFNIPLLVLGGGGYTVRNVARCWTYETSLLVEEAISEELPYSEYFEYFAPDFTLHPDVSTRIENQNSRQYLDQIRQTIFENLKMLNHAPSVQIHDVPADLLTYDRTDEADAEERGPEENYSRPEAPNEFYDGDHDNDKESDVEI
# Platelet DG rel = modulates dense granule release in human platelets. human platelet-rich plasma, SFLLRN dense granule ATP release, luminescence. 0.22% of 300,000 active. AID 1663. inhibition, %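 (compounds screened at 7.5 µM in platelet-rich plasma)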;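 active = mean replicate score, as percent of positive control, at or above 50; inconclusive = mean below 50 but at least one replicate at or above 50; inactive = mean and every replicate below 50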
# HSF1 inh = HSF1 inhibition; NIH3T3-HGL HSE-luciferase, MG132-induced, luminescence 8 h; active compounds read low; activity change, negative = inhibition, % at 7.5 µM (by protocol); 0.77% of 300,000 active; AID 2098;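 active = more than half of replicate wells show activity change below -50%, luminescence cut by over half; inconclusive = some wells, but at most half, below -50%; inactive = no replicate well below -50%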;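 note: luciferase reports HSF-1 transcriptional activity via heat shock element; 0% = median of DMSO wells and -100% = zero luminescence signal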
# PolyA inhibitor = inhibitors of polyadenylation in S. cerevisiae; calls only at 12 µM; 0.02% of 300,000 active; S. cerevisiae SKY197-pL101 polyadenylation reporter, beta-gal luminescence; efflux-impaired pdr1/pdr3 knockout yeast; score 100 = 6 SD above DMSO;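 active = lowest replicate activity score at least 50, where 100 means six control SD above control mean; inconclusive = lowest score under 50 but half or more replicates reach 50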;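 note: yeast exposed to compound for 9 h at 30 °C; higher score means more reporter readthrough which indicates perturbed polyadenylation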
# DYRK1A inh = Dyrk1A (rat) kinase inhibition; ADP-Glo luminescence, NFATc1 peptide; AID 504441; 0.43% of 310,000 active; inhibition, % at 12.5 µM; in the data active = inhibition above about 50%;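 note: plate controls were vehicle with enzyme for no effect and no enzyme for full effect; many of its hits are not listed in these tables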
# GSK3 alpha inh = human GSK-3 alpha kinase inhibition. P49840. ADP-Glo luminescence, 60 min. inhibition, % at 10 µM. 0.1% of 320,000 active;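 in the data active = inhibition above about 50%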;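 note: GST-tagged GSK-3 alpha with peptide substrate and 25 µM ATP; 0% = DMSO neutral wells and 100% = GW8510 positive control wells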
# Target sequence (P49840 whole entry, looked up): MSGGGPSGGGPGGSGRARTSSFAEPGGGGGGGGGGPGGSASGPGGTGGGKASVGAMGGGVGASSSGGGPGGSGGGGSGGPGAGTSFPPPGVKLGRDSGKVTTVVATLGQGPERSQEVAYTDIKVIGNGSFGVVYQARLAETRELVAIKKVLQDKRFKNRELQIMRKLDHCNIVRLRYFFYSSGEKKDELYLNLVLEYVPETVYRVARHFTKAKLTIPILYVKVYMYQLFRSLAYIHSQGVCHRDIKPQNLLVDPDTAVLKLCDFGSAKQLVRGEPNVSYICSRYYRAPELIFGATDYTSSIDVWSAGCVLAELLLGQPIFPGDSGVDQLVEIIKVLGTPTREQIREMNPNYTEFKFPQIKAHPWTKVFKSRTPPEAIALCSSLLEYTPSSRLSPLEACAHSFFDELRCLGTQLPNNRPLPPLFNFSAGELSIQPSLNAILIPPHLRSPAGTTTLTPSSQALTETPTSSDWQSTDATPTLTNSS
# HSP90 inh = HSP90 refolding inhibition in rabbit reticulocyte lysate | luciferase refolding luminescence, 3 h | 0.91% of 290,000 active | AID 1789 | inhibition, % at 5.6 µM;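 active = inhibition above the screen-wide mean plus 3 SD, computed separately per campaign, cut at about 16% in these data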;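 note: 0% = DMSO wells and 100% = 60 µM geldanamycin wells; inhibitors lower the luminescence because luciferase stays unfolded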
# HSF1 activator = increases HSF-1 driven luciferase reporter signal; NIH3T3-HGL HSF-1 luciferase reporter, MG132, 8 h; 100% = twice DMSO control signal; activation, % at 9 µM; 1.7% of 300,000 active; AID 504408;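 active = mean replicate activation of at least 50% with a set share of replicates each reaching 50%; inconclusive = only one of those two conditions met; inactive = mean below 50% and too few replicates reaching it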;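 note: 0% = median of the neutral control wells and 100% = twice that signal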
# An asterisk follows results filed as active; i = inactive; ? = inconclusive; / = no result given. The list is partial; rates above refer to the full screens.
# Sample of the layout:
SMILES,GSK3B inh,AI-2 QS modul,HDAC3 inhib,Platelet DG rel,HSF1 inh,PolyA inhibitor,DYRK1A inh,GSK3 alpha inh,HSP90 inh,HSF1 activator
Cc1nc(N2CCCCC2)c2ccsc2n1,-8,-5,-5,-7,-14,i,-5,3,-7,-10
Oc1ccc(NCc2ccccc2OCc2ccccc2F)cc1,-2,14,0,14,12,i,2,0,6,41
Cc1nc2cc(NC(=O)c3ccc(N4C(=O)CCC4=O)cc3)ccc2s1,2,20,1,-5,/,i,-1,1,3,/

# The whole of this part (from the top)
SMILES,GSK3B inh,AI-2 QS modul,HDAC3 inhib,Platelet DG rel,HSF1 inh,PolyA inhibitor,DYRK1A inh,GSK3 alpha inh,HSP90 inh,HSF1 activator
Cc1nc(N2CCCCC2)c2ccsc2n1,-8,-5,-5,-7,-14,i,-5,3,-7,-10
Oc1ccc(NCc2ccccc2OCc2ccccc2F)cc1,-2,14,0,14,12,i,2,0,6,41
Cc1nc2cc(NC(=O)c3ccc(N4C(=O)CCC4=O)cc3)ccc2s1,2,20,1,-5,/,i,-1,1,3,/
COCCN(C(=O)CSc1nnc(C)n1-c1ccccc1)c1c(N)n(Cc2ccccc2)c(=O)[nH]c1=O,-1,15,-1,9,-9,i,-2,0,-2,-8
CCC(COC)NCc1cn(-c2ccc(F)cc2F)nc1-c1ccccc1C (stereo not drawn),1,13,0,-6,1,i,-5,5,-3,9
COc1ccc(CCN(C)CCCC(C#N)(c2cc(OC)c(OC)c(OC)c2)C(C)C)cc1OC (stereo not drawn),0,23,-1,-4,-1,i,10,-2,0,15
CN(C)S(=O)(=O)c1ccc(Cl)c(NC(=O)CN2CCNC(=O)C2)c1,0,6,-2,1,-5,i,1,-1,0,6
CCN(CC)CCC(c1ccc(N(C)C)cc1)c1c(OC)cc(OC)c2ccc(=O)oc12 (stereo not drawn),-5,2,6,-6,2,i,-7,1,/,-1
N#C/C(=C\c1ccc(-c2ccccc2C(=O)O)o1)c1nc2ccccc2[nH]1,-1,6,4,-7,1,/,6,2,4,-6
CCSc1nnc(NC(=O)c2cccc(S(=O)(=O)N(C)c3ccc(C)cc3)c2)s1,2,37,4,9,7,i,0,-4,0,1
Cc1cccc(C)c1NC(=O)CN(C)c1ccc(C(F)(F)F)cn1,-1,16,-5,-1,-3,i,-34,0,2,7
CC(C)(C)C1CCc2c(sc(NC(=O)CSc3ncn[nH]3)c2C#N)C1 (stereo not drawn),-1,17,6,-1,-45,i,6,-5,0,-54
Cc1cc2n(n1)C(c1ccc(N(C)C)cc1)Nc1ccccc1-2 (stereo not drawn),1,3,-1,-15,2,i,3,-3,-1,0
O=C(Cn1c(=O)sc2ccccc21)Nc1ccc(O)cc1,-3,14,-5,-1,/,i,19,4,2,/
Cn1c(=O)c2ncn(CC(=O)Nc3ccc4c5c(cccc35)CC4)c2n(C)c1=O,1,28,-2,-3,-48,i,11,0,0,-59
CCC(Sc1nc2ccccc2c(=O)[nH]1)C(=O)Nc1ccc(C(C)=O)cc1 (stereo not drawn),-1,29,-2,-1,25,i,-3,-1,3,32
CC(C)c1ccc(O)c(NC(=S)NC(=O)c2ccc3c(c2)OCO3)c1,3,-21,-5,-10,-2,i,8,1,-1,2
O=C(Nc1cnn(Cc2c(Cl)cccc2Cl)c1)c1ccc([N+](=O)[O-])cc1,1,7,1,4,19,i,-1,-1,-2,11
CNC(=S)Nc1ccc(OCc2ccccc2)cc1,1,8,-8,-1,8,i,-1,-1,-3,18
Cc1onc(-c2c(F)cccc2Cl)c1C(=O)NCc1cccs1,2,9,-1,-4,2,i,-1,2,-2,3
COc1ccc(N2C(=O)CSC2c2ccc(F)cc2)cc1 (stereo not drawn),-3,40,-3,-1,6,i,/,-1,-8,15
Cc1ccoc1C(=O)N1CCCC(CCC(=O)N2CCN(c3ccccn3)CC2)C1 (stereo not drawn),2,9,-5,0,4,i,0,-3,0,0
CCOC(=O)C1CCCN(C(=O)C2CCCN(S(C)(=O)=O)C2)C1 (stereo not drawn),0,10,-2,-16,7,i,-7,0,0,42
COc1cccc(C(=O)Nc2ccccc2NC(=O)c2cccc(OC)c2)c1,1,36,8,-8,3,i,4,-4,-6,23
CCn1c(SCc2ccccc2F)nnc1-c1ccncc1,-1,24,-3,-1,-8,i,2,1,0,-6
SMILES,GSK3B inh,AI-2 QS modul,HDAC3 inhib,Platelet DG rel,HSF1 inh,PolyA inhibitor,DYRK1A inh,GSK3 alpha inh,HSP90 inh,HSF1 activator
Nc1nc(Nc2cccc(F)c2)nc(NCCO)c1[N+](=O)[O-],-19,30,/,-3,1,i,15,33,-3,17
CCCCCNC(=O)CN(c1ccc2c(c1)OCO2)S(C)(=O)=O,-2,24,-3,-5,1,i,-3,/,4,4
CC(=O)N1N=C(c2cccs2)CC1c1cccs1 (stereo not drawn),0,19,-9,7,-7,i,5,-1,0,-12
O=C(CSc1ccc([N+](=O)[O-])cn1)Nc1ccc2[nH]c(=O)[nH]c2c1,0,28,1,3,-5,i,0,-1,6,10
Cc1ccc(NC(=O)Nc2ccccc2)c(Br)c1,1,2,-8,6,17,i,10,0,-3,33
NC(=O)CC(NC(=O)Cc1ccc(Br)cc1)c1ccc(N2CCC(N3CCCCC3)CC2)c([N+](=O)[O-])c1 (stereo not drawn),1,13,-3,-10,-1,i,0,1,0,2
Cc1c(C(=O)N/N=C/c2ccc(O)cc2)sc(=S)n1C,-2,-3,9,-3,3,i,14,-2,0,4
Cc1cc(C)cc(NC(=O)c2ccc(CSc3nnnn3C)cc2)c1,-21,13,-4,0,3,i,0,/,-4,7
COc1ccc(-c2csc(NC(=O)CCN3C(=O)C4CC=CCC4C3=O)n2)cc1OC (stereo not drawn),2,12,-1,-20,-5,i,-4,-1,/,-10
Cc1ccc(NC(C#N)c2ccccc2OCc2ccccc2)cc1 (stereo not drawn),2,29,3,-3,-29,i,-1,-3,-4,-30
Cc1ccc(Nc2nc(COC(=O)C3CC3)cs2)cc1,-5,17,3,7,1,i,-5,-1,-5,-13
COC(=O)CSc1cc([N+](=O)[O-])cc2c1c(C1OCCO1)nn2-c1ccccc1,0,1,-2,-72,-12,i,1,-3,1,3
COc1ccc(OC)c(NC(=S)N2CCN(C/C=C/c3ccccc3)CC2)c1,0,13,2,1,-7,i,0,1,6,4
Cc1nn(Cc2ccccc2)c2c1C(c1ccncc1)C(C#N)=C(N)O2 (stereo not drawn),-1,12,-6,5,6,i,6,-4,/,18
O=C(NCCNC(=O)c1ccccn1)c1ccc(-c2ccccc2)cc1,4,14,2,-1,3,i,-1,-1,3,4
O=c1cnnc(Nc2ccccc2)[nH]1,-5,12,-13,8,5,i,-1,-4,-2,-13
CCn1cc(CN2CCCC(C(=O)Nc3ccc(-c4cscn4)cc3)C2)c(C)n1 (stereo not drawn),1,8,-8,5,-5,i,/,0,-4,4
O=C(COc1ccc2ccccc2c1)NN1C(=O)c2ccccc2C1=O,-1,21,5,-1,-1,i,-7,2,0,6
CCOc1ccc(-n2c(SCC(=O)c3c(N)n(C)c(=O)n(C)c3=O)nnc2-c2cccnc2)cc1,2,8,-2,11,2,i,-1,-3,-3,1
CCOC(=O)/C(=N\Nc1cc(Cl)ccc1Cl)N1CCN(C)CC1,0,25,-7,-10,1,i,12,0,-3,10
COc1cc(C(c2c(C)[nH][nH]c2=O)c2c(C)[nH][nH]c2=O)cc([N+](=O)[O-])c1O,-1,15,3,1,2,i,5,3,2,11
O=C(CN1CCCC1)NN=C(c1ccccc1)c1ccccc1,-1,8,5,2,12,i,-1,1,0,15
Cc1nc(-c2cccc(S(=O)(=O)N3CCC(C)CC3)c2)cs1,-2,12,2,-4,8,i,3,16,3,10
S=C1NCN(Cc2cccnc2)CN1c1cccc2ccccc12,-21,25,-10,-6,4,i,/,-1,0,2
CN(C)c1ccc(/C=N/NC(=O)CNC(=O)c2ccncc2)cc1,2,13,7,0,-6,i,-4,1,0,-2
SMILES,GSK3B inh,AI-2 QS modul,HDAC3 inhib,Platelet DG rel,HSF1 inh,PolyA inhibitor,DYRK1A inh,GSK3 alpha inh,HSP90 inh,HSF1 activator
O=C(NCCCN1CCOCC1)c1ccccc1,2,31,0,?,-6,i,4,1,3,-8
OCCCNc1ncnc2sc(-c3ccccc3)cc12,1,19,-17,9,5,i,26,8,2,-4
COc1cc(C2C3CN(C)CC=C3C(C#N)=C(N)C2(C#N)C#N)ccc1OC(C)C (stereo not drawn),-1,16,8,-1,-5,i,4,4,0,4
COC(=O)Cn1c(C)nc([N+](=O)[O-])c1Br,1,20,4,-9,9,i,/,-2,5,4
O=C(CSC1=NCCS1)Nc1ccnc2ccccc12,-5,32,-4,-3,-13,i,5,0,4,-8
CN(C(=O)COC(=O)c1nc(-c2ccccc2)n(-c2ccccc2)n1)C1CCS(=O)(=O)C1 (stereo not drawn),-2,0,3,3,-7,i,-4,-2,0,-1
Cn1c(=O)c2c(ncn2CCC(=O)N/N=C/c2cccnc2)n(C)c1=O,0,14,12,-3,4,i,1,-2,1,8
O=C(Nc1cc(C(F)(F)F)ccc1N1CCOCC1)c1ccc(Cl)nc1,1,19,-6,-2,-1,/,10,0,5,-1
CCOC(=O)N1CCN(Cc2nc(Cc3cccc(F)c3)no2)CC1,3,18,7,-5,1,i,-7,0,2,2
COc1ccc2cnn(CCOc3cc(C)ccc3C(C)C)c(=O)c2c1OC,3,22,-8,15,3,i,1,2,3,2
Cc1nnsc1-c1c(C(=O)Oc2ccccc2)c(C)nn1-c1ccccc1,-1,7,12,3,1,i,/,3,2,18
CC1=C(C(=O)OC(C)C)C(c2ccc3c(c2)OCO3)NC(=O)N1 (stereo not drawn),2,-5,9,0,3,i,10,0,-1,3
C/C(=N/OCC(=O)NCCCCCCNC(=O)CO/N=C(/C)c1cccs1)c1cccs1,0,19,-2,2,10,i,-3,2,5,27
C/C(=N\N1C(=O)c2ccccc2NC1c1ccccc1)c1ccccc1O (stereo not drawn),-1,8,-2,3,9,i,-4,2,-2,33
Cc1ccc(NC(=O)C2CC(=O)N(Cc3ccccc3)C2)cc1S(=O)(=O)N1CCCCCC1 (stereo not drawn),-3,21,9,-3,1,i,-2,-3,-1,12
O=c1c(N2CCCCC2)coc2ccccc12,2,36,-2,-4,14,i,-5,-2,0,30
O=C(NCCN1CCN(C(=O)c2cccc(Br)c2)CC1)C(=O)NCc1ccccc1,0,-22,-5,2,-6,i,7,0,4,-3
COc1cc(NS(=O)(=O)c2ccc3c(c2)C(C)(C)C(=O)N3C)cc(OC)c1,0,52,-1,5,1,i,0,-2,-5,-1
c1ccc2c(-c3c[nH]c4ccccc34)c3ccccc3nc2c1,-1,-1,9,3,14,i,2,-1,2,-3
COC(=O)c1sc(NC(=O)c2oc3ccccc3c2C)nc1C,0,16,-5,5,10,i,-6,1,55*,9
